DUSP3 inh – VHR1 phosphatase inhibitors, primary screen, biochemical, colorimetric, HTS | recombinant VHR phosphatase, colorimetric substrate read-out | inhibition, % at 20 µM | 50,000 compounds, 0.7% hits | AID 1992, 2009; in the data active = inhibition above about 60%; also: some results filed as inactive read as strong as hits
Target sequence (P51452 whole entry, looked up): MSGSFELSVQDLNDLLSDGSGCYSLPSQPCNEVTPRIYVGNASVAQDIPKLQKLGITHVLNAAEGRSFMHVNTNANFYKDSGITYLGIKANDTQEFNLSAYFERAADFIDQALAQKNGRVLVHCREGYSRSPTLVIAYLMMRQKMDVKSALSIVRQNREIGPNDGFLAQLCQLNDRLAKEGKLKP
An asterisk follows results filed as active. Not all compounds are listed; rates above refer to the full screens.

`CCCCP(=O)(CCCC)CCP(=O)(CCCC)CCCC` gave DUSP3 inh -30.
Screening CC(c1ccccc1)N1C(=O)c2ccccc2C1(O)Cc1ccccc1 (centres undefined) returned DUSP3 inh -7.
`O=C(/C=C/c1ccc2c(c1)OCO2)NCC1CCCO1` (centres undefined) gave DUSP3 inh -46.
O=C1NC(=S)N(c2ccccc2)C(=O)/C1=C/c1ccc(Br)cc1 was read as DUSP3 inh 6.
Screening COc1ccc(Br)cc1C(=O)Nc1ccccc1C(F)(F)F returned DUSP3 inh -7.
Screening CCOc1ccc(NC(=O)c2ccc([N+](=O)[O-])o2)cc1 returned DUSP3 inh 0.
For CN1CCN(C(=O)c2cnn(-c3ccccc3)c2NC(=O)c2ccc(Br)cc2)CC1 the results were DUSP3 inh -9.
Screening CC(C)(C)NC(=O)NC12CC3CC(CC(C3)C1)C2 returned DUSP3 inh -26.
COc1ccc(/C(N)=N/OC(=O)Cc2ccc(OC)c(OC)c2)cc1 was read as DUSP3 inh -14.
`CC(C1CC1)N1C(=O)C2C(C1=O)C1C=CC2C12CC2` (centres undefined) gave DUSP3 inh -48.
`CCOc1cccc(/C=C2/SC(=S)NC2=O)c1O` gave DUSP3 inh -1.
Screening O=C(O)C1C2C=CC(O2)C1C(=O)Nc1ccc(F)c(Cl)c1 (centres undefined) returned DUSP3 inh 7.

The final three records of the part above come first, to join the parts:
`CC(C1CC1)N1C(=O)C2C(C1=O)C1C=CC2C12CC2` (centres undefined) gave DUSP3 inh -48.
`CCOc1cccc(/C=C2/SC(=S)NC2=O)c1O` gave DUSP3 inh -1.
Screening O=C(O)C1C2C=CC(O2)C1C(=O)Nc1ccc(F)c(Cl)c1 (centres undefined) returned DUSP3 inh 7.
`CC(=O)NC1=NC(=O)/C(=C/c2cc(C)n(-c3cccc(C(=O)O)c3)c2C)S1` gave DUSP3 inh 76.
For COC(=O)COc1ccc(/C=C2\C(=O)C(C(=O)OC)=C(C)N2c2cc(C)cc(C)c2)cc1 the results were DUSP3 inh 10.
Screening COc1ccc(C/C(N)=N/OC(=O)Cc2ccc(OC)c(OC)c2)cc1 returned DUSP3 inh -23.
For CCOc1cc(/C=N/NS(=O)(=O)c2ccc(OC)cc2)ccc1OCCN1CCOCC1 the results were DUSP3 inh -12.
`O=C(CCN1C(=O)/C(=C/c2cccs2)SC1=S)Nc1nc2ccccc2s1` gave DUSP3 inh -16.
For CCOC(=O)c1ccc(NC(=O)c2c(Cl)cccc2Cl)cc1 the results were DUSP3 inh 22.
CC(=O)c1cccc(NC(=O)CC2S/C(=N\N=C\c3ccc(C)o3)NC2=O)c1 (centres undefined) was read as DUSP3 inh 1.
For COc1ccc(C(=O)N2CCN(C3CCN(Cc4ccccc4)CC3)CC2)cc1 the results were DUSP3 inh 0.
Screening COc1ccc(OC)c(NC(=O)c2ccc(OC)cc2OC)c1 returned DUSP3 inh -15.
O=C(N/N=C/c1c2ccccc2cc2ccccc12)c1cccc([N+](=O)[O-])c1 was read as DUSP3 inh -16.
For CCOC(=O)c1c(NC(=O)Cc2ccccc2)sc(C(=O)Nc2cc(C(F)(F)F)ccc2Cl)c1C the results were DUSP3 inh -26.
Cc1cc([N+](=O)[O-])ccc1N1C(=O)c2ccc(C(=O)Nc3ccccc3C(=O)O)cc2C1=O was read as DUSP3 inh -7.
For CCOc1cc(OCC)cc(C(=O)Nc2cccnc2)c1 the results were DUSP3 inh -10.
C=CCN(CC=C)C(=O)COc1ccc(Cl)cc1 was read as DUSP3 inh -9.
Cc1cc(C)n2c(SCC(C)C)nnc2n1 was read as DUSP3 inh -35.
Screening COc1ccc(Oc2ccc(Oc3ccc(OC)cc3)cc2)cc1 returned DUSP3 inh -9.
`Cc1ccc(OCC(N)=O)c(Br)c1` gave DUSP3 inh 3.
COCCNC(=O)CN(c1ccc(OC)cc1OC)S(C)(=O)=O was read as DUSP3 inh -16.
`CC1=NN(c2ccc(S(N)(=O)=O)cc2)C(=O)/C1=C/c1ccc(-c2ccc(Cl)cc2Cl)o1` gave DUSP3 inh 7.
`CC(=O)Nc1ccc(S(=O)(=O)NNC(=O)c2ccccc2Cl)cc1` gave DUSP3 inh -13.
Screening O=C(Nc1c(-c2ccccc2)nc2ccc(Cl)cn12)c1ccc(Br)cc1 returned DUSP3 inh 4.
`O=C(O)c1ccc(Oc2ccc(-c3ccc(Oc4ccc(C(=O)O)c(C(=O)O)c4)cc3)cc2)cc1C(=O)O` gave DUSP3 inh -17.
O=C1c2cc(S(=O)(=O)n3cnc4ccccc43)ccc2-c2ccc(S(=O)(=O)n3cnc4ccccc43)cc21 was read as DUSP3 inh -1.
`Cc1nnc(NC(=O)c2cc(Cl)cc(Cl)c2)s1` gave DUSP3 inh -3.
For COc1cc(OC)cc(C(=O)Nc2cc(-c3nc4cc(Cl)ccc4o3)ccc2C)c1 the results were DUSP3 inh 4.
For COc1ccc(/C=C2\SC(N)=NC2=O)cc1 the results were DUSP3 inh -31.
Screening CCOc1ccc(-c2csc(/C(C#N)=C\Nc3ccc(F)cc3)n2)cc1 returned DUSP3 inh -6.
Screening CC(Cc1ccccc1)NC(=O)c1cc2ccccc2o1 (centres undefined) returned DUSP3 inh -4.
`O=C1CC(NCCc2ccc(Cl)cc2)C(=O)N1c1ccc(Br)cc1` (centres undefined) gave DUSP3 inh 15.
Screening CC(C)C(=O)N1c2ccccc2C(N(C(=O)c2ccc(F)cc2)c2ccccc2)CC1C (centres undefined) returned DUSP3 inh 23.
For Cc1cccc(NC(=O)CC2S/C(=N\N=C3/CCCc4ccccc43)NC2=O)c1C (centres undefined) the results were DUSP3 inh -18.
Screening Cc1ccccc1N1CCN(C(=S)c2ccc(N(C)C)cc2)CC1 returned DUSP3 inh -7.
For CN(C)CCOC(=O)C12CCC3CC(CC(C3)C1)C2 the results were DUSP3 inh -18.
For Cc1ccc2oc(-c3cccc(N)c3C)nc2c1 the results were DUSP3 inh -16.
Screening Cc1[nH]n(-c2ccccc2)c(=O)c1C=Nc1cccc(Cl)c1 returned DUSP3 inh -32.
For COc1cc(/C=C2/NC(=S)NC2=O)ccc1OCc1ccccc1Cl the results were DUSP3 inh 20.
`O=C1C2C3C=CC(CO)(O3)C2C(=O)N1c1cc(C(F)(F)F)ccc1Cl` (centres undefined) gave DUSP3 inh -29.
Screening O=C(NC1CCCCC1)c1ccc2nc3ccccc3nc2c1 returned DUSP3 inh -14.
Screening O=C(Cc1ccccc1)N1N=C(c2ccncc2)CC1(O)C(F)(F)F (centres undefined) returned DUSP3 inh -8.
Screening CCNC(=S)NNC(=O)CSc1nc2ccccc2n1Cc1ccccc1 returned DUSP3 inh -1.
Screening O=C(Nc1sc2c(c1C(=O)N1CCOCC1)CCCCC2)c1ccc([N+](=O)[O-])cc1 returned DUSP3 inh -18.
Screening CCCOC1NC(=N[N+](=O)[O-])NC1OCCC (centres undefined) returned DUSP3 inh -30.
For CCCC1CCc2c(sc(N)c2C#N)C1 (centres undefined) the results were DUSP3 inh 16.
`CC(C)C(=O)Nc1ccc(N(C)C)cc1` gave DUSP3 inh -12.
For Nc1cc(NC(=O)c2cccc(Cl)c2)cc(Oc2cccnc2)c1 the results were DUSP3 inh -2.
COc1ccc(-c2c(C#N)c(N)nc3c2CC(C)CC3)cc1 (centres undefined) was read as DUSP3 inh -12.
Screening CCOc1cccc(N2C(=O)/C(=C/c3ccc(N(CC)CC)cc3OC)C(=O)NC2=S)c1 returned DUSP3 inh 24.
For CC(C)=CCC/C(C)=C/CC(C)(C)C1OCCC(C)O1 (centres undefined) the results were DUSP3 inh -2.
Screening COc1ccc(CCNC(=O)C(=O)NCCCOC(C)C)cc1 returned DUSP3 inh -7.
For CC(=O)N1c2ccccc2NC2=C(C(=O)CC(C)(C)C2)C1c1c(F)cccc1Cl (centres undefined) the results were DUSP3 inh -7.
Screening Cc1cccc(NC(=O)C(=O)NCC(C)O)c1C (centres undefined) returned DUSP3 inh 6.
Screening COC(=O)c1ccc(COc2ccc3c4c(c(=O)oc3c2)CCC4)cc1 returned DUSP3 inh -17.
Screening CC(=O)N(C)c1ccc(NC(=O)COc2ccc3ccccc3c2)cc1 returned DUSP3 inh -3.
N#C/C(=C\c1cn(CC(=O)Nc2ccccc2)c2ccccc12)C(=O)Nc1ccccc1 was read as DUSP3 inh 29.
Screening COc1ccccc1C(=O)Nc1nc2ccc([N+](=O)[O-])cc2s1 returned DUSP3 inh 5.
For CCCCOP(=O)(C(C)C)C(C)C the results were DUSP3 inh -6.
Screening Cc1cc(Cl)ccc1OCC(=O)Nc1ccccc1CO returned DUSP3 inh 4.
For CN(C)c1ccc(/C=C(\C#N)c2nc(C#N)c(N)c(C#N)c2N)cc1 the results were DUSP3 inh 62.
O=C(CN(c1ccc(F)cc1)S(=O)(=O)c1ccccc1)NCCc1ccccc1 was read as DUSP3 inh -20.
Screening COC(=O)c1ccc(NC(=O)CCNS(=O)(=O)c2ccc(C)cc2)cc1 returned DUSP3 inh -8.
Screening COc1ccc(OC)c(C2C=C(Nc3ccccc3)C(=O)N2c2ccccc2)c1 (centres undefined) returned DUSP3 inh 11.
COc1cc(/C=C2\SC(=S)N(c3cccc(Cl)c3)C2=O)ccc1O was read as DUSP3 inh -9.
For COc1ccc(/C=C/C(=O)c2cccc(OC)c2)cc1 the results were DUSP3 inh -6.
CCN(CC)Cc1ccc(OC(C)C)c(CN(CC)CC)c1 was read as DUSP3 inh -18.
`Cc1c(Cc2ccccc2)c(=O)oc2cc(O)ccc12` gave DUSP3 inh 8.
COc1ccc(C(=O)Nc2ccc(C(=O)N3CCOCC3)cc2)cc1OC was read as DUSP3 inh -36.
`O=C(O)c1ccc(C=Nc2cccc3ccccc23)cc1` gave DUSP3 inh -8.
Screening C(=N/Nc1nc2ccccc2s1)/c1ccc(N2CCOCC2)cc1 returned DUSP3 inh 14.
Screening COC(=O)c1ccc(COc2ccc3c(c2)oc(=O)c2ccccc23)cc1 returned DUSP3 inh -5.
CN1CCN(c2ccccc2[N+](=O)[O-])CC1 was read as DUSP3 inh 1.
O=c1c2c(nc3cc(-c4cccc(Cl)c4)[nH]n13)CCC2 was read as DUSP3 inh -11.
Screening CCCC(=O)Nc1ccc(NC(=O)c2ccc(-c3ccc(Cl)cc3)o2)cc1 returned DUSP3 inh -19.
NC(=O)c1ccccc1NC(=O)COc1ccccc1Cl was read as DUSP3 inh 1.
CCOC(=O)c1c(CC(C)C)csc1NC(=O)c1ccccc1Cl was read as DUSP3 inh 0.
`C/C(=C1/SC(N2CCCC2)=NC1=O)c1ccc(Cl)cc1` gave DUSP3 inh 25.
For C=CCOC(=O)C1=C(C)NC2=C(C(=O)CCC2)C1c1ccccc1Cl (centres undefined) the results were DUSP3 inh -8.
`CCOc1cc(OCC)cc(C(=O)Nc2ccc(C)cc2)c1` gave DUSP3 inh -13.
`COc1ccc(C2/C(=C(\O)c3ccc(Cl)cc3)C(=O)C(=O)N2CCCCCC(=O)O)cc1` (centres undefined) gave DUSP3 inh -2.
`OCCN(CC#CCC(O)(c1ccccc1)c1ccccc1)Cc1ccccc1` gave DUSP3 inh 19.
COc1ccc(C(=O)N2CCN(Cc3cc(OC)c(O)c(OC)c3)CC2)cc1 was read as DUSP3 inh -5.
`Cc1ccc(OCC(=O)Nc2ccc(OC(F)(F)F)cc2)c(C)c1` gave DUSP3 inh -9.
Screening CCn1c(NC(=O)c2ccc(Cl)cc2)nc2ccccc21 returned DUSP3 inh 3.
`N#CCn1cc(/C=C(/C#N)C(=O)Nc2cccc(Br)c2)c2ccccc21` gave DUSP3 inh 8.
`O=C1CCCC2=C1C(c1ccc(Cl)c(Cl)c1)Nc1ccccc1N2` (centres undefined) gave DUSP3 inh 6.

Ordered by molecular weight (ascending): some entries from above
`CCOc1cc(OCC)cc(C(=O)Nc2ccc(C)cc2)c1` gave DUSP3 inh -13.
Screening CCn1c(NC(=O)c2ccc(Cl)cc2)nc2ccccc21 returned DUSP3 inh 3.
`C/C(=C1/SC(N2CCCC2)=NC1=O)c1ccc(Cl)cc1` gave DUSP3 inh 25.
`Cc1ccc(OCC(=O)Nc2ccc(OC(F)(F)F)cc2)c(C)c1` gave DUSP3 inh -9.
COc1ccc(C(=O)N2CCN(Cc3cc(OC)c(O)c(OC)c3)CC2)cc1 was read as DUSP3 inh -5.
`N#CCn1cc(/C=C(/C#N)C(=O)Nc2cccc(Br)c2)c2ccccc21` gave DUSP3 inh 8.
`COc1ccc(C2/C(=C(\O)c3ccc(Cl)cc3)C(=O)C(=O)N2CCCCCC(=O)O)cc1` (centres undefined) gave DUSP3 inh -2.

Two records picked at random from those above:
NC(=O)c1ccccc1NC(=O)COc1ccccc1Cl was read as DUSP3 inh 1.
`C/C(=C1/SC(N2CCCC2)=NC1=O)c1ccc(Cl)cc1` gave DUSP3 inh 25.

Continued.
Screening COC(=O)c1c(C)[nH]c(/C=C2\C(=O)C=Cc3ccccc32)c1O returned DUSP3 inh -5.
CCOC(=O)c1ccc(N2C(=O)C3C(c4ccccc4C)OC4(C(=O)c5ccccc5C4=O)C3C2=O)cc1 (centres undefined) was read as DUSP3 inh -5.
Cc1cccc(N2C(=O)CC(N3CCN(C(c4ccccc4)c4ccccc4)CC3)C2=O)c1 (centres undefined) was read as DUSP3 inh -7.
Screening COCCOC(=O)c1c(C)oc2ccc(OC(=O)c3ccc(OC)c(OC)c3)cc12 returned DUSP3 inh -20.
`C=CCN1C(=O)/C(=C\c2ccc(OCCOc3cccc(OC)c3)c(OC)c2)SC1=S` gave DUSP3 inh 3.
Screening O=C1NC(=S)N(c2ccc(Cl)c(Cl)c2)C(=O)/C1=C/c1cccs1 returned DUSP3 inh 7.
COc1cc(/C=C2/SC(=S)NC2=O)cc(Cl)c1OCc1ccc(Cl)cc1Cl was read as DUSP3 inh -28.
`S=c1[nH]nc(CSc2nc3ccccc3s2)n1-c1ccccc1` gave DUSP3 inh -16.
CCNC(=S)NNC(=O)CSc1nc2ccccc2n1CC was read as DUSP3 inh 13.
Fc1ccc(CSc2nnc(-c3ccc(Cl)cc3Cl)o2)cc1 was read as DUSP3 inh -8.
COc1cccc(C(=O)Nc2ccc(-c3nc4cc(C)ccc4o3)c(O)c2)c1 was read as DUSP3 inh -5.
`Cc1ccc(S(=O)(=O)N2CCN(S(=O)(=O)c3ccc(C)cc3)C3OCCOC32)cc1` (centres undefined) gave DUSP3 inh 0.
For Nc1nc(Oc2ccccc2)c(Br)c(=O)[nH]1 the results were DUSP3 inh -67.

Bioassay records deposited in PubChem by Sanford-Burnham Center for Chemical Genomics.
